# From PubChem
# LYP inhibition = inhibitors of LYP phosphatase, biochemical, fluorescence intensity, uHTS (AID 1779); Tyrosine-protein phosphatase non-receptor type 22 (Homo sapiens); recombinant LYP phosphatase, fluorescence intensity; higher % means a stronger effect; inhibition, % at 11.5 µM, or IC50 in µM where a hit was titrated; 290,000 tested, 0.054% active;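 note: plate controls were vehicle with enzyme for no effect and no enzyme for full effect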
# HEK293 NOD2/NF-kB = NOD2 signaling inhibitors, cell-based, luminescence, uHTS, HEK293 (AID 1566); 290,000 tested, 0.63% active; HEK293 NOD2/NF-kB luciferase reporter, luminescence; higher % means a stronger effect; inhibition, % at 4 µM, or EC50 in µM where a hit was titrated; note: many of its hits are not listed in these tables
# human PMI inhibition = inhibitors of human PMI, primary screen, biochemical, fluorescence intensity, coupled assay (AID 1209). purified PMI enzyme, coupled fluorescence intensity; higher % means a stronger effect. 190,000 tested, 0.42% active. inhibition, % at 20 µM; hits with a dose series show IC50 in µM;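 note: plate controls were DMSO vehicle for no effect and wells lacking substrate for full effect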
# KOR beta-arrestin-1 = KOR agonists, beta-arrestin recruitment, primary screen, cell-based, luminescence, uHTS (AID 1777); Kappa-type opioid receptor (Homo sapiens); KOR beta-arrestin recruitment, luminescence; higher % means a stronger effect; activation, % at 10 µM; hits with a dose series show EC50 in µM; 280,000 tested, 0.02% active; in the data active = activation above about 50%, passing the limit was not always enough; note: a part of the inactive calls stands beside numbers as strong as those of hits
# human PMI inhibitors = human PMI inhibitors, high substrate, primary screen, biochemical, fluorescence intensity, high mannose 6-phosphate (AID 1220) | recombinant PMI enzyme, coupled fluorescence intensity; higher % means a stronger effect | Mannose-6-phosphate isomerase (Homo sapiens) | 190,000 tested, 0.66% active | inhibition, % at 20 µM, or IC50 in µM where a hit was titrated
# KOR beta-arrestin-2 = KOR antagonists, beta-arrestin recruitment, cell-based, luminescence, uHTS (AID 1778); Kappa-type opioid receptor (Homo sapiens); KOR beta-arrestin recruitment, luminescence, antagonist mode; higher % means a stronger effect; one-dose inhibition, % at 10 µM; IC50 in µM for titrated hits; 290,000 tested, 0.091% active; note: strong numbers were not always called active
# XIAP displacement = XIAP antagonists, biochemical, IAP family, fluorescence polarization (AID 1018). one-dose displacement, % at 20 µM; IC50 in µM for titrated hits. 200,000 tested, 0.007% active. E3 ubiquitin-protein ligase XIAP (Homo sapiens). XIAP BIR domain, fluorescence polarization peptide displacement; higher % means a stronger effect; in the data active = displacement above about 50%; note: a part of the inactive calls stands beside numbers as strong as those of hits
# NOD1 inhibition = NOD1 signaling inhibitors, primary screen, cell-based, luminescence, uHTS (AID 1578); NOD1-driven NF-kB luciferase reporter cells, luminescence; higher % means a stronger effect; inhibition, % at 4 µM, or EC50 in µM where a hit was titrated; 290,000 tested, 1% active; in the data active = inhibition mostly above about 36%, no sharp cut-off; inactive = mostly below about 34%;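 note: HEK-293T reporter cells stimulated with the NOD1 agonist gamma-tri-DAP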
# TNAP activators = human TNAP enzyme activators, primary screen, biochemical, luminescent, no phosphate acceptor, uHTS (AID 1001); Alkaline phosphatase, tissue-nonspecific isozyme (Homo sapiens); purified TNAP, luminescent activation assay, no phosphate acceptor; higher activation fold means a stronger effect; activation fold at 20 µM; hits with a dose series show EC50 in µM; 200,000 tested, 0.03% active; in the data active = activation fold from about 3, or a potency from the dose series; inactive = the rest, 99 in 100 with activation fold below about 1.6; note: many of its hits are not listed in these tables
# * = called active by the depositor; nt = not tested or not shown; [ ] = another dose, or the depositor's remark. Cut-off read from the data, not from the text of the source, unless noted: active = inhibition above about 50%; inactive = the rest.
# Start of the data: the first 5 records as a preview:
SMILES,LYP inhibition,HEK293 NOD2/NF-kB,human PMI inhibition,KOR beta-arrestin-1,human PMI inhibitors,KOR beta-arrestin-2,XIAP displacement,NOD1 inhibition,TNAP activators
CCOc1ccc(CNC(=O)CCC(=O)N2Cc3ccccc3Oc3ncccc32)cc1,-7%,-3%,nt,-0.6%,nt,15%,nt,1%,nt
O=C(c1ccc2c(=O)n3c(nc2c1)CCCCC3)N1CCN(c2ccc([N+](=O)[O-])cc2)CC1,-7%,14%,nt,2.7%,nt,0%,nt,-8%,nt
COc1ccc(NC(=O)CSc2nnc(Cc3cccn3C)n2-c2ccc(F)cc2)cc1OC,20%,8%,8%,-6.7%,2%,-34%,-2.6%,23%,1.1
O=C(O)C1C2CCC(C2)C1C(=O)Nc1cc(F)ccc1F (stereo not given),-1%,12%,1%,-2.7%,3%,9%,0.8%,-6%,1.1
O=C(O)CSC(=S)N1CCCCC1,-1%,1%,6%,2.5%,1%,-8%,14%,12%,1

# Results, previewed entries included:
SMILES,LYP inhibition,HEK293 NOD2/NF-kB,human PMI inhibition,KOR beta-arrestin-1,human PMI inhibitors,KOR beta-arrestin-2,XIAP displacement,NOD1 inhibition,TNAP activators
CCOc1ccc(CNC(=O)CCC(=O)N2Cc3ccccc3Oc3ncccc32)cc1,-7%,-3%,nt,-0.6%,nt,15%,nt,1%,nt
O=C(c1ccc2c(=O)n3c(nc2c1)CCCCC3)N1CCN(c2ccc([N+](=O)[O-])cc2)CC1,-7%,14%,nt,2.7%,nt,0%,nt,-8%,nt
COc1ccc(NC(=O)CSc2nnc(Cc3cccn3C)n2-c2ccc(F)cc2)cc1OC,20%,8%,8%,-6.7%,2%,-34%,-2.6%,23%,1.1
O=C(O)C1C2CCC(C2)C1C(=O)Nc1cc(F)ccc1F (stereo not given),-1%,12%,1%,-2.7%,3%,9%,0.8%,-6%,1.1
O=C(O)CSC(=S)N1CCCCC1,-1%,1%,6%,2.5%,1%,-8%,14%,12%,1
CCc1ccc(/C=N/n2c(C)cc(C)c(C#N)c2=O)cc1,1%,10%,0%,-3.0%,-5%,nt,-1.0%,21%,1.1
O=C(O)/C=C\C(=O)Nc1ccccc1N1CCN(c2ccccc2)CC1,0%,-14%,nt,-2.5%,nt,10%,nt,-22%,nt
CCOc1ccc(N2C(=O)NC(Cc3c[nH]c4ccccc34)C2=O)cc1 (stereo not given),-10%,12%,3%,-4.5%,-1%,27%,-6.6%,-14%,1.1
COC(=O)CCCCCCCC(=O)Nc1nnc(C(F)(F)F)s1,-5%,26%,nt,0.4%,nt,22%,nt,7%,nt
CCc1ccc2nc(SCC(=O)Nc3nnc(C)s3)c(C)cc2c1,-4%,-1%,-1%,4.1%,-8%,-26%,-5.0%,-41%,1.1
CC(=O)N[C@H]1[C@H](OC2CCCCC2)O[C@H](COC(C)=O)[C@@H](OC(C)=O)[C@@H]1OC(C)=O,5%,-14%,nt,0.1%,nt,-29%,nt,-13%,nt
COc1cc2nc(C3CCC3)n(N)c(=O)c2cc1OC,-10%,-1%,nt,-5.9%,nt,-24%[20 µM],nt,-18%,nt
O=C(CCNC(=O)c1ccccc1)OCC(=O)c1ccccc1,0%,0%,-9%,1.8%,-3%,-34%,-11%,19%,1.1
COc1cc(NC(=O)CSc2nnc3c(C)cc4cc(C)cc(C)c4n23)c(C(=O)O)cc1OC,-7%,5%,-9%,2.3%,-3%,-17%,-12%,-40%,1.1
COc1ccccc1OCCCn1c(=O)oc2ccc(C)cc21,-7%,7%,0%,2.4%,4%,17%,-5.1%,-27%,1.1
COc1cc(C(=O)OCC(=O)NC(C)CCc2ccccc2)cc(OC)c1OC (stereo not given),-8%,19%,nt,-3.0%,nt,29%,nt,-3%,nt
Cn1c(=O)[nH]c(Nc2ccc(F)cc2)c([N+](=O)[O-])c1=O,12%,9%,-11%,1.9%,-3%,10%,-6.0%,-27%,1
CCOC(=O)CN1C(=O)/C(=C/c2ccccc2Br)Oc2ccccc21,2%,-10%,nt,-2.6%,nt,-24%,nt,-9%,nt
COc1cccc(OC)c1OCCCOc1ccc([N+](=O)[O-])cc1Cl,-4%,13%,19%,3.7%,9%,16%,-7.1%,-4%,1.2
COc1ccc(N(C)C(=O)Nc2ccc3c(c2)nnn3C)cc1,-5%,1%,16%,5.2%,10%,-10%,-8.3%,-8%,1.1
Cc1ccc(-c2nc(C#N)c(NCC3CCCO3)o2)cc1 (stereo not given),-10%,-51%,nt,nt,nt,-34%[20 µM],-5.1%,-60%,1
CCN(CC)C(=O)C(C)N(C#N)c1nc(SC)nc(N(C)C)n1 (stereo not given),-7%,-2%,9%,-3.3%,5%,32%,2.3%,-19%,1.1
COC(=O)c1cc(CSC(=N)N)ccc1OCCC(C)C,-11%,-13%,nt,5.6%,nt,-35%,nt,4%,nt
COc1cc(NC(=O)CN(C)Cc2ccc(OC(F)F)cc2)c(C)cc1[N+](=O)[O-],-1%,13%,17%,-2.4%,14%,-8%,-8.3%,-10%,1.1
COc1ccccc1NC(=S)N1CCn2cccc2C1c1cccnc1 (stereo not given),-5%,-2%,-3%,-4.9%,5%,-18%,-1.8%,-30%,1.1
O=Cc1ccccc1OCCCOc1cccc2cccnc12,-12%,-5%,nt,-0.4%,nt,-24%,nt,-8%,nt
Cn1c(SCC(=O)Nc2ccc(F)cc2)nc2c([nH]c3ccccc32)c1=O,-9%,-6%,-17%,3.6%,-7%,-20%,-5.4%,-31%,1.1
Cc1nc2scc(C)n2c(=O)c1S(=O)(=O)NCc1ccccc1,-10%,8%,nt,4.6%,nt,19%,nt,-2%,nt
CCNC(=O)C(=O)Nc1ccc(OC)c(Cl)c1,-7%,2%,0%,-2.4%,12%,-4%,-3.4%,-50%,1.1
Cc1cccc(C(=O)NNC(=O)c2ccccc2-n2cccc2)c1,-6%,-4%,-1%,-0.6%,2%,-12%,-5.6%,-32%,1.4
Cc1cc(C)n2c3c(c(C#N)c2n1)CCCC3,-9%,19%,10%,-0.5%,8%,17%,-3.7%,0%,1.1
O=[N+]([O-])c1ccc(/C=N/Nc2nc(N3CCCC3)nc(N3CCCC3)n2)o1,-5%,5%,24%,-8.1%,9%,-11%,-8.1%,7%,0.9
CCc1ccc(N(C(=O)c2snc(C(N)=O)c2N)C(C(=O)NCC2CCCO2)c2cccs2)cc1 (stereo not given),3%,4%,9%,-3.7%,-54%,-3%,-1.9%,-28%,1.1
Cc1cccc(NS(=O)(=O)c2nnc(NC(=O)C3CCCCC3)s2)c1,-4%,18%,nt,-6.1%,nt,-13%[20 µM],nt,3%,nt
O=C(Nc1ccccc1Br)c1ccccc1-c1ccccc1,-2%,2%,-4%,0.8%,-8%,32%,-4.3%,-11%,1.1
COc1ccc(CNC(=O)c2ccccc2NS(C)(=O)=O)cc1,-2%,-9%,-4%,-1.0%,-10%,3%,-4.6%,-28%,1.1
CCNc1nnc(CSc2nc3ccccc3s2)s1,-2%,-33%,0%,-0.9%,-5%,-8%,-6.7%,-21%,1
COc1ccc(/C=C(/NC(=O)c2ccc(Br)cc2)C(=O)N2CCOCC2)cc1,-4%,6%,nt,-2.0%,nt,19%,nt,-12%,nt
Cc1cc(C)n2nc(CC(=O)NNC(=O)c3ccccc3Cl)nc2n1,-2%,-4%,nt,1.1%,nt,5%,nt,-35%,nt
COc1ccc(/C(C)=N/NC(=O)Cc2ccc(Cl)cc2)cc1,-2%,21%,nt,4.8%,nt,-9%[20 µM],nt,-8%,nt
CCC(C)(C)n1nnnc1C(c1ccccc1)N1CCc2ccccc2C1 (stereo not given),-3%,-28%,7%,-4.1%,1%,-2%,-0.3%,-27%,1.1
CCCOc1ccc(CSc2nnc(CCC)n2N)cc1,-6%,9%,11%,0.7%,6%,16%,-1.1%,-25%,1.1
CC1=[N+](C)c2c(ccc3cccnc23)C1(C)C,0%,21%,32%,-3.6%,40%,-42%[20 µM],-7.5%,46%,1.5
COC(=O)c1ccc(-c2noc(CN(Cc3nccn3C)C(C)C)n2)cc1,-4%,2%,-2%,nt,-5%,30%[20 µM],-1.1%,-25%,1
Cc1c(Cl)cccc1Nc1ncccc1C(=O)O,-4%,12%,nt,2.5%,nt,-34%[20 µM],nt,10%,nt
Cc1ccc(Nc2nc(N)c([N+](=O)[O-])c(NCCO)n2)cc1,3%,-15%,nt,-2.9%,nt,1%,nt,-4%,nt
C=CCn1c(CSc2nc3ccccc3s2)nnc1SCC(=O)OCC,-2%,5%,14%,0.1%,13%,24%,5.0%,-4%,1.1
CCCn1c(SCc2nc3ccccc3s2)n[nH]c1=O,-6%,-128%,-14%,2.7%,-8%,-18%,-8.5%,-30%,1
C=CCN(CC=C)c1nc2ccccc2nc1C(C#N)C(=O)OCCOC (stereo not given),-6%,13%,9%,-3.4%,31%,6%,-0.6%,-20%,1.1
COc1ccc(-c2cc(C(F)F)n3ncc(C(=O)Nc4c(C)n(C)n(-c5ccccc5)c4=O)c3n2)cc1,-5%,13%,0%,nt,2%,-16%[20 µM],-4.2%,-21%,1
CS(=O)(=O)c1ccc2nc(NC(=O)Nc3ccc(Cl)cc3)sc2c1,-9%,0%,6%,3.6%,-9%,5%,-1.5%,-37%,1.3
COC(=O)C1=C(N)Oc2cc(C)n(CC3CCCO3)c(=O)c2C1c1ccc(Cl)cc1 (stereo not given),-5%,-7%,5%,-5.3%,9%,-20%,-5.6%,4%,1.1
COc1cccc(NC(=O)Cn2cnc3sc(C)c(S(=O)(=O)N4CCCCC4)c3c2=O)c1,-8%,4%,-9%,2.4%,1%,-31%,-3.6%,5%,1
COc1cccc2cc(C(=O)N3CCC(C)CC3)c(=O)oc12,6%,-3%,-1%,-2.8%,11%,4%,-2.2%,-8%,1.1
CCN1CCN(CC(=O)c2ccc(C)cc2)CC1,-8%,1%,nt,-5.8%,nt,16%,nt,5%,nt
O=C(Nc1c(C(=O)N2CCOCC2)cnn1-c1ccccc1Cl)c1ccco1,-4%,-9%,1%,4.3%,-4%,-5%,-2.0%,nt,1.1
CC1(c2ccc(Cl)cc2)NC(=O)N(CC(=O)Nc2ccc(F)cc2)C1=O (stereo not given),-5%,0%,nt,-2.2%,nt,-8%,nt,-33%,nt
CCCc1cc(=O)oc2cc(OCC(=O)NCc3cccs3)ccc12,-12%,4%,-12%,-0.7%,-12%,-20%,-6.6%,-19%,1
C/C(=N\NC(=O)c1ccco1)c1cc2ccccc2o1,-4%,-18%,0%,-1.4%,2%,-64%,-11%,-6%,1.1
CC1CC(C)CN(CCCNS(=O)(=O)c2ccc3c(c2)CCN3C(=O)C2CC2)C1 (stereo not given),-11%,-4%,nt,-5.5%,nt,-6%,nt,-22%,nt

# Remaining list, next part:
SMILES,LYP inhibition,HEK293 NOD2/NF-kB,human PMI inhibition,KOR beta-arrestin-1,human PMI inhibitors,KOR beta-arrestin-2,XIAP displacement,NOD1 inhibition,TNAP activators
CCN(CC)CCNc1nc2nonc2nc1NCCN(CC)CC,-5%,26%,nt,0.6%,nt,17%,nt,3%,nt
COc1ccc(N=C2C(=Nc3ccc(OC)cc3)N(c3ccc(OC)cc3)C(=S)N2C)cc1,13%,-39%,16%,-1.8%,8%,12%,-6.3%,10%,0.8
CC(=O)N1C(=O)C2(C(C#N)=C(N)Oc3cc(C)oc(=O)c32)c2ccccc21 (stereo not given),0%,11%,12%,-3.2%,11%,29%,1.2%,-4%,1.1
COc1ccc2c(c1)c(C(=O)CN1CCOCC1)c(C)n2C,-3%,5%,11%,1.5%,3%,-59%,-6.5%,10%,1.1

# This is a subset (hit frequency here may not be typical).
